FEN1 inh: qHTS Assay for the Inhibitors of Human Flap endonuclease 1 (FEN1). P39748. Recombinant FEN1 flap cleavage, fluorescence, 15 min. Potency, µM (top dose mostly 114 µM), for the others: top-dose activity change, negative = inhibition, actives largely listed as inhibitors. actives 0.35% (n = 390,000); note: nearly all actives have a fitted effect of over 65% in size
Target sequence (P39748 whole entry, looked up): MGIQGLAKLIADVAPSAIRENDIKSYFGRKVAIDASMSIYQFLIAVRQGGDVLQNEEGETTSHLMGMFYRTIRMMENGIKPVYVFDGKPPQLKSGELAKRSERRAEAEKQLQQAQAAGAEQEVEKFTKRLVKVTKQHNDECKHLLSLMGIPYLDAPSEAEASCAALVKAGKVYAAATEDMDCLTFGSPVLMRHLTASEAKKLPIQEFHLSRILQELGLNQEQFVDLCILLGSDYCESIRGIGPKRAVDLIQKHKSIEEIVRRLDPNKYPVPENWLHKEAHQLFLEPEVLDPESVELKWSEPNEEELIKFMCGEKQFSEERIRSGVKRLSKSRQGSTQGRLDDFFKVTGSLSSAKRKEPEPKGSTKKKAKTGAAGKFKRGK
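In this screen, 50 nM flap DNA substrate was added to 10 nM FEN1 pretreated with compound for 15 min at room temperature; cleavage was followed with reads at 0 and 15 min, and Hill fitting gave concentration–response parameters.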
N370S GC: qHTS Assay for Inhibitors and Activators of N370S glucocerebrosidase as a Potential Chaperone Treatment of Gaucher Disease; N370S GC spleen homogenate, 4MU-glucoside fluorescence; Potency, µM (top dose mostly 59.4 µM), inactives show at the top dose activity change, negative = inhibition, usual class: inhibitors; actives 0.092% (n = 330,000);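 note: 0% = full enzyme activity and -100% = no enzyme basal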
GCN5L2 inh: qHTS Assay for Inhibitors of GCN5L2; Histone acetyltransferase KAT2A (Homo sapiens), Q92830; GCN5L2 HAT assay, ThioGlo1 CoA-SH fluorescence; Potency, µM (highest dose often 58.9 µM), inactives show top-dose activity change, negative = inhibition, most hits filed as inhibitors; actives 0.21% (n = 390,000); AID 504327, 2011
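GCN5L2 (20 nM) in 50mM HEPES pH 7.5, 0.1mM EDTA, 0.01% Tween-20 preincubated 15 min with compounds at room temperature. Reaction started with H3(1-25) 75uM, acetyl-CoA 70uM, ThioGlo1 50uM; CoA-thiol fluorescence (Ex340/Em540) read at 0 and 20 min.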
* = called active by the depositor; ? = inconclusive; . = not tested or not shown; & = joins results of further samples. Calls come from the whole dose curve; as a rule, active = well fitted curve in the direction sought with a large enough effect; inconclusive = small, poorly fitted or top-dose-only effect, or another doubt; inactive = no such curve, though single readings can be large; an effect the other way counts as inactive or inconclusive. Unless noted, % is set by controls: 0 for no effect and ±100 for the full control effect; potency is the fitted concentration of half-maximal effect. A portion of the library (hit frequency here may not be typical).

Sample of the layout:
1) COn1c(-c2ccccc2)nc2ccc(Cl)cc21
2) COC(=O)CSc1ccc2nnc(CCNS(=O)(=O)c3ccccc3)n2n1
3) Cn1c(C(=O)NCc2ccccc2F)cc2cc(S(=O)(=O)N3CCCCC3)ccc21
4) CCNC(=S)NNC(=O)CSc1nc2ccccc2n1C
5) COc1ccc(S(=O)(=O)N2CCCCC2)cc1NC(=O)c1ccc(C)cc1
6) CNS(=O)(=O)c1cn(CC(=O)N(C)Cc2ccccc2)cc1S(=O)(=O)NC
7) COc1ccc(C(=O)NCc2nnc(SCC(=O)Nc3ccc(C)cc3)n2-c2ccccc2)cc1
8) COc1ccc(OC)c(NC(=O)CSc2n[nH]c(-c3cccnc3)n2)c1
9) COc1cccc(CC(=O)OCc2csc(CC(=O)Nc3ccccc3C)n2)c1
10) CCOc1ccc(S(=O)(=O)N2CCN(Cc3ccc4c(c3)OCO4)CC2)cc1Cl
11) COC(=O)[C@]1(Cc2ccccc2)N[C@H](CN(C)S(=O)(=O)c2ccc(C)cc2)[C@@H]2C(=O)N(Cc3ccccc3)C(=O)[C@@H]21
12) CCN(Cc1ccccc1)S(=O)(=O)c1ccc2[nH]c3c(c2c1)CCCCC3

compound no.	1	2	3	4	5	6	7	8	9	10	11	12
N370S GC	1%	-21%	.	-1%	.	-4%	.	-4%	.	-13%	.	.
FEN1 inh	-16%	23%&17%	-16%	0%	3%	5%	-2%	-1%	-15%	18%	8%	-1%
GCN5L2 inh	-2%	2%&-6%	-6%	0%	-4%	3%	-4%	0%	-2%	-6%	-2%	-2%

The list itself, from the first entry:
1) COn1c(-c2ccccc2)nc2ccc(Cl)cc21
2) COC(=O)CSc1ccc2nnc(CCNS(=O)(=O)c3ccccc3)n2n1
3) Cn1c(C(=O)NCc2ccccc2F)cc2cc(S(=O)(=O)N3CCCCC3)ccc21
4) CCNC(=S)NNC(=O)CSc1nc2ccccc2n1C
5) COc1ccc(S(=O)(=O)N2CCCCC2)cc1NC(=O)c1ccc(C)cc1
6) CNS(=O)(=O)c1cn(CC(=O)N(C)Cc2ccccc2)cc1S(=O)(=O)NC
7) COc1ccc(C(=O)NCc2nnc(SCC(=O)Nc3ccc(C)cc3)n2-c2ccccc2)cc1
8) COc1ccc(OC)c(NC(=O)CSc2n[nH]c(-c3cccnc3)n2)c1
9) COc1cccc(CC(=O)OCc2csc(CC(=O)Nc3ccccc3C)n2)c1
10) CCOc1ccc(S(=O)(=O)N2CCN(Cc3ccc4c(c3)OCO4)CC2)cc1Cl

compound no.	1	2	3	4	5	6	7	8	9	10
N370S GC	1%	-21%	.	-1%	.	-4%	.	-4%	.	-13%
FEN1 inh	-16%	23%&17%	-16%	0%	3%	5%	-2%	-1%	-15%	18%
GCN5L2 inh	-2%	2%&-6%	-6%	0%	-4%	3%	-4%	0%	-2%	-6%

11) COC(=O)[C@]1(Cc2ccccc2)N[C@H](CN(C)S(=O)(=O)c2ccc(C)cc2)[C@@H]2C(=O)N(Cc3ccccc3)C(=O)[C@@H]21
12) CCN(Cc1ccccc1)S(=O)(=O)c1ccc2[nH]c3c(c2c1)CCCCC3
13) COC(=O)CC1(c2cccc3ccccc23)C(=O)c2ccccc2C1=O
14) O=[N+]([O-])c1ccc(N2CCN(c3ccccc3Cl)CC2)cn1
15) CCOC(=O)N1CCN(Cc2nc3c(c(=O)n(C)c(=O)n3C)n2Cc2ccccc2C)CC1
16) CN1C(=O)CC(N2CCN(C(c3ccccc3)c3ccccc3)CC2)C1=O (stereo unspecified)
17) O=C(CNC(=O)c1cccs1)NC1=NCCS1
18) Cc1cc(C)nc(NC(=NCCc2c[nH]c3ccccc23)NC(=O)Nc2ccc(Cl)c(Cl)c2)n1
19) N#Cc1c(C(F)(F)F)cc(-c2ccccc2)nc1SCC(=O)Nc1sc2c(c1C#N)CCC2
20) CCS(=O)(=O)Nc1ccc(C2=NN(S(C)(=O)=O)C(c3cccs3)C2)cc1 (stereo unspecified)

compound no.	11	12	13	14	15	16	17	18	19	20
N370S GC	.	.	?	-1%	-22%	-3%	1%	-1%	-9%	-4%
FEN1 inh	8%	-1%	-13%	9%	-12%	-15%	-1%	9%	-12%	5%
GCN5L2 inh	-2%	-2%	-8%	-13%	2%	-6%	-17%	-6%	-7%	-13%

21) Nc1cc(=O)[nH]c(=O)n1Cc1ccco1
22) NS(=O)(=O)c1ccc(NCc2c(F)cccc2Cl)cc1
23) COCCNc1nc2nonc2nc1N1CCCC1c1nccs1 (stereo unspecified)
24) O=c1[nH]c(N2CCCCCC2)nc2ncn(Cc3ccccc3)c12
25) CC(Oc1ccccc1)C(=O)Nc1nc(-c2ccccn2)cs1 (stereo unspecified)
26) CC1CN(C2CCCCC2)c2nc3c(c(=O)n(C)c(=O)n3C)n2C1 (stereo unspecified)
27) CCOC(=O)N1CCc2[nH]c3ccc(C)cc3c2C1
28) CCC(C)NC(=O)c1ccc2c(c1)N(Cc1cccc(Cl)c1)C(=O)c1ccccc1S2=O (stereo unspecified)
29) CC(C)(C)SC(=O)C[C@@H]1NS(=O)(=O)OC2CCCCC21 (stereo partly specified)
30) Cc1ccc(C(=O)NNC(=O)Cc2cccs2)cc1

compound no.	21	22	23	24	25	26	27	28	29	30
N370S GC	1%	9%	9%	5%	-26%	5%	6%	.	0%	-2%
FEN1 inh	-4%	-4%	-18%	2%	-16%	-13%	-11%	7%	15%	9%
GCN5L2 inh	2%	-10%	-2%	0%	-25%	-6%	-13%	-27%	3%	-8%

31) Cc1ccc(S(=O)(=O)N2CCN(CC(=O)N/N=C/c3ccc(C)o3)CC2)cc1
32) O=C(Nc1nc2ccccc2[nH]1)C12CC3CC(CC(C3)C1)C2
33) Cc1cccc(OCC(=O)NNC(=O)c2ccc([N+](=O)[O-])cc2)c1
34) Cc1cc(NC(=O)CSc2nc3ccccc3n2CCC#N)no1
35) O=C(CN(CCc1ccccc1)C(=O)CNS(=O)(=O)c1ccccc1)NCC1CCCO1 (stereo unspecified)
36) COc1ccccc1C(C)NS(=O)(=O)c1ccc(Cl)nc1 (stereo unspecified)
37) Cc1ccc(C(C)NC(=O)Cn2nc(C)c([N+](=O)[O-])c2C)cc1 (stereo unspecified)
38) CCN(CC)Cc1c(-c2ccccc2)[nH]c2ccc(C)cc2c1=O
39) COC(=O)N1C(=O)[C@](c2ccc(Cl)cc2)(C(C)C)N1C(=O)OC
40) COc1ccc(Cl)cc1NC(=O)COC(=O)/C=C/c1c(C)nn(C2CCS(=O)(=O)C2)c1Cl (stereo unspecified)

compound no.	31	32	33	34	35	36	37	38	39	40
N370S GC	-5%	3%	-4%	2%	1%	0%	-2%	14%	-1%	3%
FEN1 inh	6%	-13%	1%	-3%	0%	-3%	2%	-13%	7%	15%
GCN5L2 inh	-9%	-16%	-7%	-3%	-4%	-6%	1%	-11%	-4%	-4%

41) Cc1ccc(N2CC(C(=O)N/N=C/c3cccc([N+](=O)[O-])c3)CC2=O)cc1 (stereo unspecified)
42) C/C(=N/NC(=O)CNC(=O)c1ccccc1F)c1ccc2c(c1)CCCC2
43) O=C(NCC1CCCO1)C(=O)NCC1CCCN1S(=O)(=O)c1ccccc1 (stereo unspecified)
44) Cc1cc(C(=O)N/N=C\c2ccc(COc3ccc([N+](=O)[O-])cc3)o2)ccc1[N+](=O)[O-]
45) CCCCn1c(NCc2ccc3c(c2)OCO3)nc2ccccc21
46) Cc1cc(C)n2ncc(C(=O)NCc3ccccc3)c2n1
47) COc1cccc(CN(C(=O)c2cccc(OC)c2)C2CCS(=O)(=O)C2)c1 (stereo unspecified)
48) CC(NC(=O)c1cccnc1)C(c1ccccc1)N1CCN(C)CC1 (stereo unspecified)
49) Cc1cc(Br)ccc1SCC(=O)OCC(=O)Nc1ccccc1C#N
50) O=C(COC(=O)c1ccc(OC(F)F)cc1)NCCC1=CCCCC1

compound no.	41	42	43	44	45	46	47	48	49	50
N370S GC	2%	-2%	0%	-1%	6%	?	0%	-12%	12%	.
FEN1 inh	-9%	0%	0%	6%	-12%	0%	-1%	-10%	9%	-3%
GCN5L2 inh	2%	0%	-7%	1%	-10%	-11%	-2%	2%	-5%	-1%

51) O=C(COC(=O)COc1ccc(Br)cc1)Nc1cccnc1Cl
52) COc1ccc(C2=NOC(Cn3nc(C(=O)NCc4cccs4)cc3-c3ccccc3)C2)cc1 (stereo unspecified)
53) COc1ccc(Cc2nc3ccc(C(=O)N4CCCN(C=O)CC4)cc3o2)cc1
54) CC(=O)Nc1ccc(NC(=O)CSc2nnc(-c3ccc(NS(C)(=O)=O)cc3)n2C)cc1C
55) CCCN(C(=O)CCOc1ccc(C(C)(C)C)cc1)c1c(N)n(Cc2ccccc2)c(=O)[nH]c1=O
56) COc1ccc(O)c(/C=N/NC(=S)Nc2cccnc2)c1
57) Cc1nnc(SCCn2c(N3CCN(Cc4ccccc4)CC3)nc3c2c(=O)[nH]c(=O)n3C)s1
58) COc1ccc(C2/C=C\CN(C(=O)c3ccccc3)[C@H](Cc3ccccc3)C(=O)N2Cc2ccc(F)cc2)cc1 (stereo partly specified)
59) O=C(NC1CC1)C1CCN(c2nc3ccccc3s2)CC1
60) CCCCN(C)CCCNC(=O)c1cccc(N2CCCC2=O)c1

compound no.	51	52	53	54	55	56	57	58	59	60
N370S GC	10%	?	-4%	-8%	-4%	-12%	-7%	8%	4%	0%
FEN1 inh	-11%	-11%	2%	-14%	-4%	16%	-3%	10%	-12%	4%
GCN5L2 inh	-8%	-18%	-5%	-1%	?	-4%	3%	1%	-1%	-1%

61) CCNS(=O)(=O)c1c(C)cc(N2CCCC2=O)cc1C
62) CC1Nc2ccc(C(=O)NC3CCCCC3)cc2NC1=O (stereo unspecified)
63) CSc1cccc(CN2CCCC(CNC(=O)c3ccc(F)cc3)C2)c1 (stereo unspecified)
64) OC[C@@H]1[C@@H](c2ccc(F)cc2)C(c2ccccc2)=NN1c1ccccc1
65) CCOC(=O)CNC(=O)CSc1nnc(COc2ccc(Cl)cc2)n1CC
66) COc1cccc(C(Nc2ccccn2)c2oc(CO)cc(=O)c2O)c1 (stereo unspecified)
67) COc1cc(C2C=C(C34CC5CC(CC(C5)C3)C4)NC(=S)N2)cc(OC)c1OC (stereo unspecified)
68) CC1(C)NC(=O)N(CC(O)COc2ccccc2-c2ccccc2)C1=O (stereo unspecified)
69) O=C(N/N=C/c1ccc(OCC2COCCO2)cc1)c1ccc(Br)cc1 (stereo unspecified)
70) COc1cccc(N2CCN(S(=O)(=O)c3ccc(-c4ccno4)cc3OC)CC2)c1

compound no.	61	62	63	64	65	66	67	68	69	70
N370S GC	-7%	-9%	18%	?	4%	-7%	.	1%	8%	.
FEN1 inh	3%	1%	-3%	-30%	4%	-5%	5%	3%	6%	-11%
GCN5L2 inh	-6%	-6%	-16%	-14%	-2%	-3%	-9%	4%	-3%	-15%

71) CC(C)(C)C(=O)Nc1nc2c(c(=O)[nH]1)CCCC2
72) CCOc1ccc(N(CC(=O)Nc2ccc(C)c(Cl)c2)S(C)(=O)=O)cc1
73) CCN(CC)CCN1C(=O)C2C(C(=O)Nc3cccc(SC)c3)C3C=CC2(O3)C1C(=O)NC1CCCC(C)C1C (stereo unspecified)
74) O=C(NCCCn1ccnc1)C1CCCN(S(=O)(=O)c2ccc(F)cc2)C1 (stereo unspecified)
75) COc1cc(-c2nc(S(=O)(=O)c3ccc(C)cc3)c(N3CCOCC3)o2)cc(OC)c1OC
76) Cn1c(=O)n(C)c2cc(NC(=O)COc3ccccc3)ccc21

compound no.	71	72	73	74	75	76
N370S GC	3%	-9%	-4%	4%	-20%	-20%
FEN1 inh	12%	-11%	-6%	-4%	0%	-10%
GCN5L2 inh	-12%	-14%	-3%	-1%	-27%	0%

Compound activity as filed in PubChem.
